HSF1 inh – HSF1 inhibition; hit rate 0.77% among 300,000; activity change, negative = inhibition, % at 7.5 µM (by protocol); NIH3T3-HGL HSE-luciferase, MG132-induced, luminescence 8 h; hits give low values;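 active = more than half of replicate wells show activity change below -50%, luminescence cut by over half; inconclusive = some wells, but at most half, below -50%; inactive = no replicate well below -50%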;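 also: luciferase reports HSF-1 transcriptional activity via heat shock element; 0% = median of DMSO wells and -100% = zero luminescence signal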
DYRK1A inh – blocks rat Dyrk1A kinase activity; hit rate 0.43% among 310,000; inhibition, % at 12.5 µM; ADP-Glo luminescence, NFATc1 peptide; in the data active = inhibition above about 50%;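 also: plate controls were vehicle with enzyme for no effect and no enzyme for full effect; many of its hits are not listed in these tables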
GSK3beta inhib – human GSK3beta kinase inhibition; GST-GSK3beta kinase, ADP-Glo luminescence, 60 min; hits give low values; hit rate 0.038% among 300,000; activity score (negative = inhibition), % at 10 µM; P49841;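 active = more than half of replicate wells score below -50%, meaning over 50% inhibition versus plate controls; inconclusive = some replicates but at most half score below -50%; inactive = no replicate scores below -50%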;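 also: 0% = median DMSO wells and -100% = median GW8510 positive control wells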
Target sequence (P49841 whole entry, looked up): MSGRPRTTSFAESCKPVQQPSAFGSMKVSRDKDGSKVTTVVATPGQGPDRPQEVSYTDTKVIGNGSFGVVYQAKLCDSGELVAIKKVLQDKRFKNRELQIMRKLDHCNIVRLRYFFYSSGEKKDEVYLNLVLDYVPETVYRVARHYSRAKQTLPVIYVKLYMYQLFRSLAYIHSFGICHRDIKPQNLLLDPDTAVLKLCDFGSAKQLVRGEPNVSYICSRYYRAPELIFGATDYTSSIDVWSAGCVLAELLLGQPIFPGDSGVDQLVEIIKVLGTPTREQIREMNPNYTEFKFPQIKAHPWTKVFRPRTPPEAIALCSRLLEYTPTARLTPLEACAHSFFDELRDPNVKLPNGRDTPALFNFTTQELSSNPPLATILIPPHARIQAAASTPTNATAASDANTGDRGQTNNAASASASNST
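Assay system: GST-tagged human GSK3beta kinase, cell-free; Input: 1.6 ng GSK3beta; Medium: Tris/MgCl2 kinase buffer; Timing: 60 min enzyme reaction, room temperature; Signal: ADP-Glo luminescence quantifying ADP generated by kinase; Evaluation: score relative to plate controls; Benchmarks: DMSO neutral wells and GW8510 at 20 µM as positive.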
HSP90 refold inh – blocks HSP90-mediated luciferase refolding in reticulocyte lysate. Rabbit reticulocyte lysate, luciferase refolding luminescence, 3 h. inhibition, % at 5.6 µM. hit rate 0.91% among 290,000. AID 1789;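 active = inhibition above the screen-wide mean plus 3 SD, computed separately per campaign, cut at about 16% in these data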;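 also: 0% = DMSO wells and 100% = 60 µM geldanamycin wells; inhibitors lower the luminescence because luciferase stays unfolded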
GSK3A inh – blocks human GSK-3 alpha kinase; P49840; ADP-Glo luminescence, 60 min; inhibition, % at 10 µM; hit rate 0.1% among 320,000; AID 2650;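 in the data active = inhibition above about 50%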;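 also: GST-tagged GSK-3 alpha with peptide substrate and 25 µM ATP; 0% = DMSO neutral wells and 100% = GW8510 positive control wells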
Target sequence (P49840 whole entry, looked up): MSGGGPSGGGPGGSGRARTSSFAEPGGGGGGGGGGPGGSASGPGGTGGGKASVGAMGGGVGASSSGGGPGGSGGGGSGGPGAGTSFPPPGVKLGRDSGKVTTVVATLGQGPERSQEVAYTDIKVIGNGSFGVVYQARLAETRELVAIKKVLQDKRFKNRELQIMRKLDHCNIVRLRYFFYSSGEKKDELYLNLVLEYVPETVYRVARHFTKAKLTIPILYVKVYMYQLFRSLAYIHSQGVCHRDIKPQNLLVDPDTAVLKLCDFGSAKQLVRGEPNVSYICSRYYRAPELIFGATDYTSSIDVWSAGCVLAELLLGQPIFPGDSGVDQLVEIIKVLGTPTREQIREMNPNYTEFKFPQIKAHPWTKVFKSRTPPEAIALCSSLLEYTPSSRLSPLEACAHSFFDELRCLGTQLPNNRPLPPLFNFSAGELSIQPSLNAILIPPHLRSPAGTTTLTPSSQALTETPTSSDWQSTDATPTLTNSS
PolyA inh – yeast polyadenylation inhibition; S. cerevisiae SKY197-pL101 polyadenylation reporter, beta-gal luminescence; efflux-impaired pdr1/pdr3 knockout yeast; score 100 = 6 SD above DMSO; calls only at 12 µM; hit rate 0.02% among 300,000;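 active = lowest replicate activity score at least 50, where 100 means six control SD above control mean; inconclusive = lowest score under 50 but half or more replicates reach 50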;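 also: yeast exposed to compound for 9 h at 30 °C; higher score means more reporter readthrough which indicates perturbed polyadenylation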
AI-2 QS mod – modulators of Vibrio harveyi AI-2 quorum sensing system | hit rate 0.4% among 300,000 | Vibrio harveyi JMH597 AI-2 luminescence/OD600 ratio, 9 h; hits give low values; strain lacks LuxN and CqsS sensors; 0 = neutral-control median | AID 2094 | activity change, % at 7.5 µM; in the data active = activity change below about -75%, passing the limit was not always enough; inconclusive = no clear call, values can overlap the other calls;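 also: luminescence divided by OD600 gain over 9 h not by final OD600 alone; inactives centre near 13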
HSF-1 act – increases HSF-1 driven luciferase reporter signal; AID 504408; activation, % at 9 µM; NIH3T3-HGL HSF-1 luciferase reporter, MG132, 8 h; 100% = twice DMSO control signal; hit rate 1.7% among 300,000;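 active = mean replicate activation of at least 50% with a set share of replicates each reaching 50%; inconclusive = only one of those two conditions met; inactive = mean below 50% and too few replicates reaching it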;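 also: 0% = median of the neutral control wells and 100% = twice that signal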
HDAC3 inhib – blocks human histone deacetylase 3; O15379; inhibition, % at 8.3 µM; recombinant HDAC3, fluorogenic peptide/trypsin coupled, fluorescence; hit rate 0.15% among 320,000; in the data active = inhibition above about 26%, passing the limit was not always enough; inconclusive = no clear call, values can overlap the other calls
Platelet DG rel – platelet dense granule release activity | human platelet-rich plasma, SFLLRN dense granule ATP release, luminescence | inhibition, %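 (compounds screened at 7.5 µM in platelet-rich plasma)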 | hit rate 0.22% among 300,000 | AID 1663;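 active = mean replicate score, as percent of positive control, at or above 50; inconclusive = mean below 50 but at least one replicate at or above 50; inactive = mean and every replicate below 50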
* = called active by the depositor; i = inactive; ? = inconclusive; . = no result given.

HSF1 inh	DYRK1A inh	GSK3beta inhib	HSP90 refold inh	GSK3A inh	PolyA inh	AI-2 QS mod	HSF-1 act	HDAC3 inhib	Platelet DG rel	Molecule
-6	5	4	-1	-1	i	30	1	7	0	Cc1cc(OC(=O)c2ccc(Cl)cc2)cc(=O)n1C
6	6	1	-1	4	i	27	4	-3	0	COc1cc2c(cc1OC)C(c1ccc3c(c1)OCO3)C1=C(CC(C)(C)CC1=O)N2 (stereo not given)
4	2	3	2	1	i	12	-2	7	7	O=S(=O)(Nc1ccc(-c2csc(-c3ccccc3)n2)cc1)c1ccc(F)cc1
-1	-11	0	.	-2	i	21	-21	8	1	Cn1nc(C(=O)N2CCN(c3ccccn3)CC2)c2ccccc2c1=O
-1	.	3	-2	-5	i	33	2	1	-6	Cc1ccc2nc(COc3ccc(N(C)S(=O)(=O)c4ccccc4)cc3)cc(=O)n2c1
1	2	1	0	1	i	7	0	7	0	c1ccc(-c2nnc(CSc3nnc(-c4cccs4)o3)o2)cc1
1	0	-4	1	-2	i	33	5	11	-4	CS/C(=C/[N+](=O)[O-])Nc1cccc2c1C(C)CC2(C)C (stereo not given)
-2	43	-12	-6	34	i	4	1	-24	3	CCCCC(=O)Nc1ccc2c(c1)C(=O)NC2=O
28	-5	1	-3	1	i	4	78*	-1	-6	CCS(=O)(=O)Nc1ccc2[nH]c(=O)[nH]c2c1
-2	5	-1	1	-2	i	14	1	-1	-2	O=c1c(Cc2c(F)cccc2Cl)c(O)ccn1Cc1ccc(F)cc1
3	60*	-17	8	5	i	5	4	-2	4	CN(C)/C=C1/Oc2c(ccc3ccccc23)C1=O
-4	4	5	3	0	i	14	-2	-2	2	CCOC(=O)C1(CC2CCCCO2)CCN(C(=O)Nc2ccc(SC)cc2)CC1 (stereo not given)
10	1	-1	4	-2	i	24	21	-6	-2	COc1ccccc1OCCSc1nc(N)cc(N)n1
-6	-1	0	-1	-3	i	27	-7	2	3	C=CCn1c(Oc2ccccc2F)nc2c1c(=O)n(C)c(=O)n2C
3	9	1	7	0	i	17	-13	-4	-1	CC(C)N(C)Cc1nnnn1CC(=O)NCCc1cccc(C(F)(F)F)c1
0	-1	-3	-1	3	i	-9	-4	9	-6	O=[N+]([O-])c1ccc(N2CCCCCC2)c(S(=O)(=O)N2CCCCC2)c1
-2	1	4	-1	-2	i	30	1	-1	1	CN(C)/C(=N\S(=O)(=O)c1ccccc1)c1ccc([N+](=O)[O-])cc1
-3	4	-1	.	-1	i	23	-10	2	0	COC(=O)[C@@](C)(O)C1(C(=O)SC(C)(C)C)CC1
3	.	2	.	-1	i	25	-5	6	1	CCOc1ccc(C(=O)CCC(=O)N(CC)CC(=O)Nc2c(F)cccc2F)cc1
4	0	1	0	-1	i	19	12	6	-2	COc1cccc(NC(=O)CN(C)CC(=O)Nc2ccc3c(c2)CCC3)c1
-10	-4	-2	-2	3	i	27	-6	-5	8	N#CC1=C(N)Oc2cc(N)ccc2C1c1ccsc1 (stereo not given)
-2	3	2	-3	-2	i	4	-1	2	-2	CCOc1ccc(C2/C(=C(\O)c3cccc(OC)c3)C(=O)C(=O)N2c2cc(C)on2)cc1OC (stereo not given)
2	-5	-2	-3	-4	i	34	0	5	-3	COc1ccc(-n2nnnc2SCc2nc(N)nc(N3CCOCC3)n2)cc1
-6	-1	1	2	-1	i	20	12	-2	3	CCc1nnc(SCC(=O)Nc2nc(C)c(C(=O)N(C)C)s2)n1CC
-5	.	5	1	0	i	27	2	-4	2	CCOC(=O)C1=C(N)n2c(s/c(=C/c3ccccc3)c2=O)=C(C(=O)OCC)C1c1ccccc1 (stereo not given)
43	-3	0	-3	-2	i	0	55*	-4	2	CCc1cccc(NC(=O)c2sc3nc4n(c(=O)c3c2C)CCC4)c1
-1	-1	0	-4	-3	i	6	-8	-4	6	CCn1c(SCC(=O)NCc2ccco2)nnc1C(C)C
1	10	-3	.	-3	i	5	23	7	29	CCCCn1c(N)c(N(CCC(C)C)C(=O)c2ccc(N3CCCC3=O)cc2)c(=O)[nH]c1=O
-4	-4	0	-4	-1	i	14	9	-3	-5	Fc1ccccc1NC(=S)N1CCN(C/C=C/c2ccccc2)CC1
5	2	0	-5	8	i	10	15	9	-6	COc1cc(-c2cccs2)cc(=O)c2c(C)oc(C)c12
18	-9	1	-1	-1	i	19	31	9	3	O=C(Nc1ccc(Cl)cc1)c1cccs1
-9	8	-22	-1	0	i	10	24	-3	-4	O=C(COC(=O)CNC(=O)C1CCCCC1)Nc1ccc(Cl)cn1

Molecules shown so far containing a furan ring, fused or not, in the order listed:
HSF1 inh	DYRK1A inh	GSK3beta inhib	HSP90 refold inh	GSK3A inh	PolyA inh	AI-2 QS mod	HSF-1 act	HDAC3 inhib	Platelet DG rel	Molecule
-1	-1	0	-4	-3	i	6	-8	-4	6	CCn1c(SCC(=O)NCc2ccco2)nnc1C(C)C
5	2	0	-5	8	i	10	15	9	-6	COc1cc(-c2cccs2)cc(=O)c2c(C)oc(C)c12

Other entries.
HSF1 inh	DYRK1A inh	GSK3beta inhib	HSP90 refold inh	GSK3A inh	PolyA inh	AI-2 QS mod	HSF-1 act	HDAC3 inhib	Platelet DG rel	Molecule
4	3	.	-3	-3	i	.	4	-3	6	COc1cc(C#N)ccc1OCC(=O)N1CCc2ccccc2C1
3	-2	1	1	-1	i	29	-6	-8	0	N#C/C(=N\Nc1cccc2ccccc12)c1nnc2n1CCCCC2
-1	-2	2	7	7	i	22	-1	-4	1	C=CCOc1nc2c(c(=O)n(C)c(=O)n2C)n1Cc1ccc(Cl)cc1Cl
3	1	-4	14	-3	i	55	9	1	2	COc1cc(SC#N)ccc1N=Cc1c(C)[nH]n(-c2ccc(C)c(C)c2)c1=O
4	11	4	1	2	i	10	11	2	3	Cc1[nH]c(C)c2c(=O)n(-c3ccccc3)ncc12
-3	-2	-14	7	2	i	5	-15	4	1	O=c1cc(Cl)c2ccccc2n1-c1ccccc1
-5	-20	0	1	1	i	17	9	9	2	CCCn1c2ccc(C)cc2c2n[nH]c(=S)nc21
-2	3	.	-5	5	i	.	-7	1	-3	CC(=O)c1ccc(OC(=O)C(CCS(C)(=O)=O)N2C(=O)c3ccccc3C2=O)cc1 (stereo not given)
0	-7	3	-1	0	i	13	-4	-2	4	CCOc1ccc(CNC(=O)c2ccc(NC(=O)C3=CSCCO3)cc2)cc1
2	5	-1	-1	1	i	12	3	-12	.	COCc1cc(C)nc(SCC(=O)Nc2cccc(C)c2)c1C#N
2	0	6	-1	-2	i	3	14	-4	8	Cc1cc2cc(C)c(SCC(=O)NCc3ccco3)nc2cc1C
-77*	6	-12	5	.	i	-41	-78	.	-2	S=C1Cc2ccccc2N1
-3	-3	0	-5	-1	i	8	-5	3	4	C[C@H](C(=O)CC(=O)OC(C)(C)C)[C@H](O)c1ccccc1
6	2	-1	-4	-1	i	-93*	30	4	-3	Cc1ccc(O)c(/C=N/NC(=O)Cc2ccc(Cl)cc2)c1
7	-4	-5	2	-1	i	4	4	4	39	O=C(NCC1CCCO1)c1cc(-c2ccccc2)nc2ccc(Br)cc12 (stereo not given)
0	2	3	-6	-1	i	25	-3	2	-3	Cc1cccc(C2c3[nH]c4ccccc4c3CCN2C(=O)c2ccc(=O)[nH]c2)n1 (stereo not given)
-68*	-4	0	-3	0	i	23	-76	2	0	CC(=O)Nc1cc[n+](C(C)C(=O)c2ccccc2)cc1 (stereo not given)
9	.	-1	0	-2	i	11	0	5	-3	CC(C)Cc1cc(CN2CCC(CO)(Cc3cccc(C(F)(F)F)c3)CC2)[nH]n1
-8	1	-2	2	-3	i	25	1	-12	0	Cc1c(NC(=S)NC(=O)C(c2ccccc2)c2ccccc2)cccc1C(=O)O
3	-1	0	-2	-1	i	16	6	-1	3	O=[N+]([O-])c1ccc(N2CCN(Cc3ccccc3)CC2)c(S(=O)(=O)N2CCOCC2)c1
2	-2	-4	1	-1	i	18	-19	7	5	CC(=O)C1=C(O)C(=O)N(CCCCCC(=O)O)C1c1ccc(N(C)C)cc1 (stereo not given)
-5	5	0	-1	-7	i	12	-3	4	-2	O=C(c1ccccc1)N1CCN(S(=O)(=O)c2ccccc2)CC1
-21	9	1	3	-4	i	6	-38	-3	9	COc1ccc(COc2cc(-c3cccc(OC)c3)nc3ccc(NC(=O)c4ccc(N(C)C)cc4)cc23)cc1
5	-2	1	3	-2	i	14	15	0	-8	CCOC(=O)Cc1c[nH]c(=S)[nH]c1=O
9	7	1	7	-4	i	10	4	1	-1	CCn1c(C(O)c2ccccc2)nc2ccccc21 (stereo not given)
-5	9	3	-1	-4	i	11	-4	0	0	CCc1ccccc1OCCCN1CCCC1
.	.	-1	-3	0	i	31	.	-1	.	CC(=O)Nc1cccc(OCCCNS(=O)(=O)c2ccc(F)cc2)c1
-6	13	2	1	.	i	23	-5	-4	-3	O=c1cc(/N=C/c2coc3cc(Br)ccc3c2=O)[nH]c(=S)[nH]1
-1	3	1	2	-2	i	15	13	3	9	C=CCn1c(=O)c2c(C)c(C)sc2n2c(Nc3ccccc3)nnc12
-6	1	3	-2	-1	i	14	1	5	-2	O=C(CC(=O)Nc1ccc(Cl)cc1)N/N=C\c1cccc(F)c1
-5	2	0	-1	-1	i	-3	1	-4	-1	Cc1cc(=O)[nH]c2nnc(-c3ccc(Cl)cc3)n12
-2	-1	0	2	-6	i	28	16	?	7	COc1ccc(C(=O)O)cc1F
-4	-6	-4	-1	0	i	19	0	-6	7	O=C(Nc1ccccc1Cl)c1cc(S(=O)(=O)N2CCOCC2)cs1
21	3	9	-1	-6	i	24	-2	0	-1	O=C(CC(Nc1cccc(Cl)c1Cl)C(=O)O)c1ccccc1 (stereo not given)
5	3	1	2	-5	i	18	12	3	1	Cc1ccc(C(=O)O)cc1NC(=O)Nc1ccc2c(c1)OCO2
6	9	3	.	-1	i	23	3	-4	-1	CCN(CC)CCC(=O)N1c2ccccc2Sc2ccc(Cl)cc21
15	-1	3	2	9	i	5	33	4	-4	COc1ccc(C(=O)NCCc2ccccc2)cc1[N+](=O)[O-]
3	1	4	4	-2	i	-44	6	8	4	Cc1cc(Nc2ccccc2)nc(NCc2ccccc2)n1
-5	-3	1	1	-1	i	19	-2	0	5	COc1ccc(-n2nc(C(=O)NCC(=O)NCCCN3CCOCC3)c3ccccc3c2=O)cc1Cl
1	.	3	4	-1	i	5	6	3	-9	C/C(=C\c1ccccc1)CN1CCN(C)CC1
6	3	-2	6	4	i	4	12	.	0	CN(Cc1ccccc1)Cc1nc2c([nH]1)c(=O)n(C)c(=O)n2C
4	0	-1	11	1	i	4	10	0	6	CC(=O)N1c2ccc(S(=O)(=O)N(C)c3cc(C)ccc3C)cc2CC1C (stereo not given)
-13	-10	-1	-2	-4	i	6	-24	-3	3	O=C(COc1ccccc1)Nc1ccc(CSc2ccccc2)cc1

Screens deposited in PubChem BioAssay by several laboratories.

Some of the compounds tested. The share of hits here may be higher or lower than overall.
